TCR-CD3 inh = human TCR-CD3 binding inhibition; AID 651800; TAMRA-labeled TCR probe fluorescence, biochemical; actives 0.37% (n = 360,000); inhibition, % at 9.4 µM; in the data active = inhibition above about 19%;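 also: recombinant mutant TCR 2C K166C tagged with TAMRA read by polarization; 0% = receptor in buffer alone and 100% = receptor with positive control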
NR1D1 modulator = Rev-erb alpha (human) modulation; P20393; Rev-erbα–FITC-DNA binding, fluorescence polarization, 90 min; activity, % at 10 µM; actives 0.79% (n = 370,000); AID 1259318;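 active = activity above about 14%, limit read from the data; passing the limit was not always enough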;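 also: 0% = DMSO wells with 35 nM protein and 100% = DMSO wells with 750 nM protein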
SIAE primary = human SIAE inhibition, primary screen; inhibition, % at 9.66 µM; AID 1053197; actives 0.69% (n = 370,000); Q9HAT2; SIAE FP-Rh probe binding, fluorescence polarization;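 active = inhibition above a cutoff: mean of compounds within the control limits plus 3 SD of those, cut at about 17% in these data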;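 also: 0% = plate median of compound wells and 100% = probe without SIAE protein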
Target sequence (Q9HAT2 whole entry, looked up): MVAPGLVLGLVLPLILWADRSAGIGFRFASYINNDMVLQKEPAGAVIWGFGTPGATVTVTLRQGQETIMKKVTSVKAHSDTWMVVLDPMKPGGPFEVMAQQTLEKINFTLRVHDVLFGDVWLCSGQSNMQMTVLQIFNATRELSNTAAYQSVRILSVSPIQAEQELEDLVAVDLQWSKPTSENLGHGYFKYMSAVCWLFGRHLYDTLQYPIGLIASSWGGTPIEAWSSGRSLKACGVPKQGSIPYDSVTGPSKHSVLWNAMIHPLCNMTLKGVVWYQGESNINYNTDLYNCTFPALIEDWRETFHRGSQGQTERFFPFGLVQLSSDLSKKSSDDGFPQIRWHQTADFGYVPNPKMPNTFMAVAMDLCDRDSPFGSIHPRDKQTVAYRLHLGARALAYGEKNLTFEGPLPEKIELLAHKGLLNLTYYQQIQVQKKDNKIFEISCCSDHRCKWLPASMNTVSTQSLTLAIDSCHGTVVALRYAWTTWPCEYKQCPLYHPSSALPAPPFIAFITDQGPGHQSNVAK
rCAG binder = binds r(CAG) RNA repeats; r(CAG) RNA repeat, TO-PRO-1 dye displacement fluorescence; actives 1.3% (n = 370,000); AID 651821; inhibition, % at 3 µM;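 active = inhibition above the plate cutoff, the mean of all test compounds on that plate plus 3 SD, cut at about 35% in these data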;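 also: 0% = DMSO alone and 100% = 100 µM mitoxantrone as full dye displacement; higher means more dye released from RNA so lower well fluorescence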
TDP2 inh = blocks human TDP2 phosphodiesterase activity. inhibition, % at 12.8 µM. recombinant TDP2, T5PNP hydrolysis, p-nitrophenol absorbance 415 nm. O95551. actives 0.34% (n = 370,000);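 active = inhibition above the mean of all tested compounds plus 3 SD, set per campaign, cut at about 25% in these data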;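 also: 0% = DMSO with enzyme and 100% = buffer with substrate but no TDP2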
Target sequence (O95551 whole entry, looked up): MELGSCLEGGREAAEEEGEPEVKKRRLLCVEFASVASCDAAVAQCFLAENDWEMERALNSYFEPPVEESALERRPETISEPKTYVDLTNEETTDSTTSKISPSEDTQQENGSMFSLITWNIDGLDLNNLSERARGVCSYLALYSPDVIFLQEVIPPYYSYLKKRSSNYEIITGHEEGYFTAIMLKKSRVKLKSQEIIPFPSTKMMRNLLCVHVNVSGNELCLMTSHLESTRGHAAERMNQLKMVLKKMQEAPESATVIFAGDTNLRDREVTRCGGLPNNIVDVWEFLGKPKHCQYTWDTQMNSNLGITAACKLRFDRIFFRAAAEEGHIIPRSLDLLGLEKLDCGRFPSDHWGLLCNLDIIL
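Evaluation: % inhibition relative to enzyme-containing and enzyme-free wells. Material: recombinant human TDP2. Benchmarks: enzyme-free and DMSO wells. Timing: enzyme reaction with compound for 2 h at 37 °C. Compound dosing: 12.8 µM only. Measured by: p-Nitrophenol epi absorbance. Reagent: T5PNP substrate at 5 mM, a TopII-DNA adduct mimic. Replication: single well per compound.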
PG9 binder = binds the HIV-1 gp120 antibody PG9; inhibition, % at 6.7 µM; actives 0.43% (n = 360,000); TR-FRET gp120-PG9 antibody binding; in the data active = inhibition above about 8.5%
PRMT1 FP inh = blocks human protein arginine methyltransferase 1. inhibition, % at 2.79 µM. recombinant PRMT1, activity-based probe fluorescence polarization. AID 652257. Q99873. actives 1.3% (n = 370,000);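 active = inhibition above about 21% made by adding two undisclosed values, limit read from the data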
ABHD4 inh = inhibits mouse alpha/beta hydrolase domain 4; AID 720543; Q8VD66; inhibition, % at 8.92 µM; purified mABHD4, FP-Rh probe fluorescence polarization; actives 0.54% (n = 370,000);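 active = inhibition exceeding the mean over every tested compound plus 3 SD, cut at about 30% in these data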;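 also: 0% = plate median of compound wells and 100% = S159A mutant with DMSO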
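system = mouse ABHD4 enzyme, wild type | medium = HEPES pH 7.0, NaCl, Pluronic buffer | also added = FP-Rh probe | incubation = Enzyme–compound pre-incubation 45 min, then probe 60 min, both 25 °C | technique = fluorescence polarization, excitation 525 nm, emission 598 nm, BODIPY TMR filters | controls = S159A mutant high control, sample median low control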
HTRA1 inhibitor = HTRA1 (human) protease inhibition | Q92743 | inhibition, % at 5.96 µM | recombinant HTRA1, FP-rhodamine activity-based probe, fluorescence polarization | AID 504803 | actives 0.5% (n = 340,000); in the data active = inhibition above about 36%;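 also: 0% = enzyme with DMSO and 100% = wells lacking enzyme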
LEDGF integ inh = blocks HIV-1 LEDGF/p75-dependent DNA integration | inhibition, % at 3.7 µM | TR-FRET IN-LEDGF/p75 DNA integration, Eu/Cy5 | actives 0.64% (n = 370,000);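 active = inhibition above the screen-wide mean plus 3 SD, cut at about 13% in these data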;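 also: signal is the Cy5 over europium emission ratio at 671 and 618 nm; 0% = plate median of compound wells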
* marks the source's active call; other numbers are inactive results; nt = no result given; & = joins results of further samples. Not all compounds are listed. The share of hits here may be higher or lower than overall.

Preview (seven entries):
compound	rCAG binder	PRMT1 FP inh	NR1D1 modulator	PG9 binder	HTRA1 inhibitor	ABHD4 inh	LEDGF integ inh	TDP2 inh	TCR-CD3 inh	SIAE primary
Cc1cccc(N2C(N)=C(C#N)C(C#N)(C#N)C2c2ccccc2)c1 (stereo unspecified)	5	1	7	-2.5	-21	5	-1	2	5	0
O=S(=O)(N1CCOCC1)n1cnc2ccccc21	-3	-1	-4	-1.0	2	-4	-1	8	3	-3
COc1cc(N=Nc2ccc(Br)cc2)cc(C=O)c1O	6	0	-14	-1.4	46*	12	5	-4	12	-8
COc1cc(-c2nnc3sc(-c4cccs4)nn23)cc(OC)c1OC	12	4	-18	-0.3	-3	1	2	-3	-2	-4
COc1cccc(Cn2cnc(-c3ccccc3OC)c2-c2cccs2)c1	1	0	-4	-0.7	nt	2	-4	-5	1	-1
COc1cc(CNc2ccc3[nH]c(=O)[nH]c3c2)cc(Cl)c1OCC(=O)NC(C)(C)C	-1	9	3	-2.9	13	40*	-3	1	6	5
OCc1cn(-c2ccccc2)nc1-c1ccc(-c2nn(-c3ccccc3)cc2CO)cc1	2	1	16*	-2.3	-31	-5	-4	-1	1	-19

The list itself, repeating the preview:
compound	rCAG binder	PRMT1 FP inh	NR1D1 modulator	PG9 binder	HTRA1 inhibitor	ABHD4 inh	LEDGF integ inh	TDP2 inh	TCR-CD3 inh	SIAE primary
Cc1cccc(N2C(N)=C(C#N)C(C#N)(C#N)C2c2ccccc2)c1 (stereo unspecified)	5	1	7	-2.5	-21	5	-1	2	5	0
O=S(=O)(N1CCOCC1)n1cnc2ccccc21	-3	-1	-4	-1.0	2	-4	-1	8	3	-3
COc1cc(N=Nc2ccc(Br)cc2)cc(C=O)c1O	6	0	-14	-1.4	46*	12	5	-4	12	-8
COc1cc(-c2nnc3sc(-c4cccs4)nn23)cc(OC)c1OC	12	4	-18	-0.3	-3	1	2	-3	-2	-4
COc1cccc(Cn2cnc(-c3ccccc3OC)c2-c2cccs2)c1	1	0	-4	-0.7	nt	2	-4	-5	1	-1
COc1cc(CNc2ccc3[nH]c(=O)[nH]c3c2)cc(Cl)c1OCC(=O)NC(C)(C)C	-1	9	3	-2.9	13	40*	-3	1	6	5
OCc1cn(-c2ccccc2)nc1-c1ccc(-c2nn(-c3ccccc3)cc2CO)cc1	2	1	16*	-2.3	-31	-5	-4	-1	1	-19
CC1(C(=O)NS(=O)(=O)c2ccc(Br)cc2)CCN1C(=O)C/C=C/c1ccccc1 (stereo unspecified)	28	5	-5	-0.1	nt	9	-3	5	-4	5
O=C(COC(=O)[C@H](Cc1ccccc1)NC(=O)c1cccs1)Nc1c(Cl)cccc1Cl	-1	-1	1	-2.3	-4	-9	6	-2	2	1
C[C@H](CO)N1C[C@H](C)[C@@H](CN(C)C(=O)Nc2ccc(C(F)(F)F)cc2)Oc2c(NS(=O)(=O)c3cccs3)cccc2C1=O	27	0	4	-1.2	2	-9	1	-9	1	1

Next part
compound	rCAG binder	PRMT1 FP inh	NR1D1 modulator	PG9 binder	HTRA1 inhibitor	ABHD4 inh	LEDGF integ inh	TDP2 inh	TCR-CD3 inh	SIAE primary
Cc1nc(Nc2nc(CSc3nc4ccccc4[nH]3)cc(=O)[nH]2)nc2ccccc12	41*	-2	3	1.1	-55	-27	2	-2	7	-39
CC(CCc1ccccc1)NC(=O)CN1CCc2ccccc2C1 (stereo unspecified)	-5	-5	5	-3.5	-7	-13	15*	-15	-8	-6
CCc1ccc(OCc2nnc(-c3ccccc3Br)o2)cc1	4	-3	6	-0.9	-20	-6	1	-3	3	-2
O=C(O)CSCCn1cccn1	-2	2	-5	0.1	-1	6	-2	2	-6	-6
CCN(c1ccccc1)S(=O)(=O)c1cc2c(cc1C)N(C)CCO2	2	-4	2	1.0	1	1	-1	-2	0	5
CCCOC(=O)C[N+](C)(C)CCOC1CC2CCC1(C)C2(C)C (stereo unspecified)	-2	3	-5	0.5	3	5	-4	-8	2	7
CCOC(=O)C1C(c2cccc(F)c2)NC(=S)NC1(O)C(F)(F)F (stereo unspecified)	0	3	3	-0.5	0	-12	0	1	7	2
CC(C)(C)OC(=O)N1CCC(NC(=O)c2[nH]cnc2C(=O)N[C@@H](Cc2ccccc2)C(=O)OCc2ccccc2)CC1	9	2	1	-0.1	-30	-48	-2	-12	-4	-31
CC1CN(C(=O)COC(=O)c2cncc(Br)c2)CC(C)O1 (stereo unspecified)	-1	1	-7	-2.0	6	-2	-1	7	2	-3
COc1ccccc1CN1C[C@@H]2C[C@@H](c3ccc(Cl)cc3)N3CCC[C@@]23C1=O	-6	-5	-2	-1.6	-10	-3	3	4	-2	3

More structures.
compound	rCAG binder	PRMT1 FP inh	NR1D1 modulator	PG9 binder	HTRA1 inhibitor	ABHD4 inh	LEDGF integ inh	TDP2 inh	TCR-CD3 inh	SIAE primary
CCN(CC)CCN1C(=O)C2C(C(=O)Nc3cccc(C)c3)C3C=CC2(O3)C1C(=O)NC1CCCC(C)C1C (stereo unspecified)	-5	3	3	-1.3	1	5	-2	3	1	-4
Cc1ccc(S(=O)(=O)N2CCCN(C(=O)c3cc4ccccc4[nH]3)CC2)cc1	7	-1	0	-0.1	-6	-3	-1	-8	0	-1
Cc1ccc(OCC(=O)NNC(=O)c2ccc(-n3cncn3)c([N+](=O)[O-])c2)cc1	3	-2	-8	-0.6	-4	-3	-1	13	2	3
Cc1ccc(NC(=O)c2oc3ccc(S(=O)(=O)N4CCOCC4)cc3c2C)cc1C	2	-2	-2	-0.9	0	-4	4	8	2	9
CCc1ccc(Nc2ncnc3nc[nH]c23)cc1	-3	-3	-2	0.6	3	-6	0	9	3	-1
COc1cc2c(cc1OC)C1=C(C#N)CCC(=O)N1CC2	-4	-1	-4	-1.2	0	1	-1	6	7	6
CCc1cc2c(=O)n(CC(C)C)cnc2s1	-5	0	2	-1.1	-6	-6	0	7	0	-4
CCCSc1ccc2nc(NC(=O)OC)[nH]c2c1	0	1	10&13	12*	4	3	0	0	0	2
Cn1nccc1C(=O)N/N=C/c1c(O)ccc2ccccc12	15	9	-7	-4.0	55*	5	-12	-18	13	12
CCOC(=O)N1CCN(C(=O)/C(=C\c2ccc(SC)cc2)NC(=O)c2ccccc2)CC1	6	-4	4	-2.1	3	-6	5	-6	7	0

More records.
compound	rCAG binder	PRMT1 FP inh	NR1D1 modulator	PG9 binder	HTRA1 inhibitor	ABHD4 inh	LEDGF integ inh	TDP2 inh	TCR-CD3 inh	SIAE primary
CCn1nc(C)c(Oc2ccccc2O)c1C	-2	-3	-6	-0.3	-9	-2	0	1	5	4
CCOC(=O)CSc1nc(N)c(C#N)c(-c2cccs2)c1C#N	4	-1	16*	0.2	-26	-3	-1	7	2	-6
CCn1c(COc2ccc(C)cc2)nnc1SCC(=O)Nc1ccc2c(c1)OCCO2	-1	0	-4	-1.8	-1	-5	2	1	3	-2
CC1(C)CC(N2CCCCC2)=CC(=[N+]2CCCCC2)C1	-6	4	8	-0.7	2	-2	-5	-4	-3	2
COc1cccc(CN2C(=O)c3ccccc3S2(=O)=O)c1	-2	1	0	1.1	-3	-7	-4	-10	-5	17*
CCOC(=O)c1[nH]c2ccc(Br)cc2c1NC(=O)CCN1CCC(C(=O)OCC)CC1	-5	2	5	2.2	-13	14	-3	-10	-3	-3
Cc1ccccc1-n1ncc2c1CC(C)(C)CC2NC(=O)CCN1CCCCC1=O (stereo unspecified)	-11	4	-2	0.2	-3	3	-1	5	1	1
COc1ccccc1CCNC(=O)CC1C(=O)NCCN1CCCc1ccccc1 (stereo unspecified)	-7	-7	2	0.3	-3	4	3	3	11	-2
CC(=O)NNC(=S)NC(=O)c1cccc([N+](=O)[O-])c1	0	48*	-5	1.6	-5	-8	-2	-6	15	-2
O=C(Nc1c2c(nn1-c1ccccc1)CSC2)c1ccc(N2C(=O)CCC2=O)cc1	6	-1	3	-1.3	-4	-6	2	2	5	-2

The list continues:
compound	rCAG binder	PRMT1 FP inh	NR1D1 modulator	PG9 binder	HTRA1 inhibitor	ABHD4 inh	LEDGF integ inh	TDP2 inh	TCR-CD3 inh	SIAE primary
C/C(CC(=O)Nc1ccccn1)=N\NC(=O)C(=O)Nc1cccc(Cl)c1C	9	3	19	0.1	0	3	0	3	7	2
Cc1nc([N+](=O)[O-])cn1CC(=O)Nc1ccc(Cl)cc1	0	-1	0	-0.8	-1	2	-2	8	8	-4
CCC(C)N(C(=O)CSc1nnc(-c2cc(OC)c(OC)c(OC)c2)o1)C(C)CC (stereo unspecified)	-2	1	6	nt	nt	-3	1	-7	nt	7
CCC[C@H]1[C@@H](NC(=O)c2ccc(Cl)cc2)CC[C@@]23CCCN2C(=O)CCC[C@@H]13	nt	1	-4	nt	nt	0	-3	6	nt	1
Cc1nc2ccc(NC(=O)COc3ccccc3F)cc2s1	-2	2	-2	-2.0	-8	-4	2	-13	1	-1
N#Cc1nc(-c2ccco2)oc1N1CCN(Cc2ccccc2)CC1	6	-1	1	-0.2	-2	-13	4	1	-8	1
Cn1c(=O)[nH]c(=O)c2c1nc(N1CCCC1)n2CCO	-2	1	-2	-3.3	10	-4	1	11	5	15
O=C(N/N=C/c1cc(Br)cs1)c1ccccc1[N+](=O)[O-]	-1	-3	-1	-1.8	11	6	-1	10	-2	-4
Cc1cccc(C(=O)NNC(=O)c2ccc(NS(=O)(=O)c3cccs3)cc2)c1C	2	1	2	-1.5	0	3	1	3	-6	5
C[C@@H](c1ccccc1)N1C[C@H](COCc2ccccc2)Oc2cc(N3CC[C@H](O)C3)ccc2S1(=O)=O	6	-6	-5	-1.5	nt	-6	-11	-5	1	7
